TRPN1 ag: zebrafish TRPN1 (NompC) channel agonism; activation, % at 3 µM; AID 1424; 0.18% of 220,000 active; HEK293 zebrafish TRPN1-YFP, Fluo-8 calcium fluorescence; 100% = response to 87 µM carbachol;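 active = activation above its plate's cutoff, the mean activation of test wells on that plate plus 3 SD, cut at about 19% in these data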;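 note: 0% = DMSO alone and 100% = 87 µM carbachol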
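Control set: carbachol 87 µM as high control, DMSO as low control; system: HEK293 stable line with zebrafish TRPN1-YFP; read-out: % activation versus carbachol response; detection: intracellular calcium fluorescence with Fluo-8; doses: single test compound dose, 3 µM nominal, 0.3% DMSO; schedule: dye 1 h 37 °C plus 30 min RT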
PERK inhibitor: blocks human PERK kinase | Q9NZJ5 | CHO PERK-DD fusion, SEAP luminescence translation reporter | inhibition, % at 5.6 µM | 0.17% of 220,000 active;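 active = inhibition above the mean inhibition of all tested compounds plus 3 SD, set separately per screening campaign, cut at about 2.9% in these data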;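 note: PERK kinase domain activated by AP20187 dimerizer at 100 nM; 0% = DMSO with dimerizer and 100% = rapamycin at 8.4 µM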
Target sequence (Q9NZJ5 whole entry, looked up, the tested form may be a part): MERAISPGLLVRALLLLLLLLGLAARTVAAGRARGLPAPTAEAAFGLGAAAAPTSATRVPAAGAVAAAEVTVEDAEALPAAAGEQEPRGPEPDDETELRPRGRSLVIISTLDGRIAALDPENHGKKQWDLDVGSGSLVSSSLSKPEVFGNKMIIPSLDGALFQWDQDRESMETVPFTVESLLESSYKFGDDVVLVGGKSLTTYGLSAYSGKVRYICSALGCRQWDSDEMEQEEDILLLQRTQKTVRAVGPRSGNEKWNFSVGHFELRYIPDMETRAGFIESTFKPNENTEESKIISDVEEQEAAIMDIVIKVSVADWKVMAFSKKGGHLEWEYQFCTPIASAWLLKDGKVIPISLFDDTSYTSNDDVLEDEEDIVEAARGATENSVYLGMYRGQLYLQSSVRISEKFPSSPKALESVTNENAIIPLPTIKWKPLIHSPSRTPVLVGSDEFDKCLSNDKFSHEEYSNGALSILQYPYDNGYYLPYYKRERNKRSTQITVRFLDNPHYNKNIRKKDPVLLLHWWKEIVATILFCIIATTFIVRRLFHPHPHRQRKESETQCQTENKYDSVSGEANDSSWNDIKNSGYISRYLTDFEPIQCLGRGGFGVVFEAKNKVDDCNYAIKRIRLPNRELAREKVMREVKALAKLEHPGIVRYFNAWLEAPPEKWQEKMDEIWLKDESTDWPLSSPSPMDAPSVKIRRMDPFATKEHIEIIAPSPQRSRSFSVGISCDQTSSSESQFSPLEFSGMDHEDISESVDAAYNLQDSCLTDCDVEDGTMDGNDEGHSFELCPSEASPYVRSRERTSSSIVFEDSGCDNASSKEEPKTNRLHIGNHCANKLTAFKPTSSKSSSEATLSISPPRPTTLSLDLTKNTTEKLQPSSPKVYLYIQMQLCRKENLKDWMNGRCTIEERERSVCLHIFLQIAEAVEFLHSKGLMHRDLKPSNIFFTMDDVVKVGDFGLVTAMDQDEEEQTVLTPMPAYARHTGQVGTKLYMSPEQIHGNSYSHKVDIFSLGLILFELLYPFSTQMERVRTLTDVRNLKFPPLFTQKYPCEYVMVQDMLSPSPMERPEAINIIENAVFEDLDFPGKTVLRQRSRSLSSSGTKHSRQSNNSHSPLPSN
S1P4 antag: blocks the human S1P4 receptor | S1P4-expressing cells, antagonist mode, reporter read-out | inhibition, % at 4.98 µM | O95977 | AID 1510 | 0.26% of 220,000 active; in the data active = inhibition above about 29%;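 note: 0% = wells stimulated with agonist and 100% = vehicle wells without agonist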
Ba/F3 V617F tox: loss of viability in JAK2V617F-driven Ba/F3 cells | Ba/F3 EpoR-JAK2V617F viability, ATP luminescence | inhibition, % at 5.6 µM | 1.1% of 220,000 active | AID 1446;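 active = inhibition above the campaign mean plus 3 SD over all tested compounds, cut at about 24% in these data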;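 note: cytokine-independent growth of Ba/F3 cells driven by EpoR plus mutant JAK2; 0% = DMSO-treated cells and 100% = JAK inhibitor I control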
BaF3 tox: reduces parental Ba/F3 cell viability, JAK2V617F counter-screen; CellTiter-Glo ATP luminescence; inhibition, % at 5.6 µM; 1.1% of 220,000 active; AID 1486;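 active = inhibition above a per-campaign cutoff, the mean inhibition of all tested compounds plus 3 SD, cut at about 27% in these data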;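 note: 0% = DMSO wells and 100% = JAK Inhibitor I control wells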
m-calpain inh: inhibitors of pig calpain II. 0.37% of 220,000 active. inhibition, % at 16 µM. purified calpain II, fluorogenic peptide substrate, 30 min. AID 1236;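 active = inhibition above about 50%, limit read from the data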
EP2 mod: EP2 receptor (human) modulation | EP2-expressing cells, cAMP HTRF FRET, PGE2 co-stimulation | induction, % at 25 µM | 0.83% of 260,000 active | AID 940;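 active = compounds whose cAMP rise, as percent of the full-agonist control response, exceeds 60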;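 note: rat C6 glioma line stably carrying human EP2 under a CMV promoter; the protocol text gives 20 µM as final concentration; 100% = response of wells given 1 µM PGE2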
TRPML3 ag: agonists of human TRPML3 channel. HEK293 TRPML3-YFP, Fluo-8 calcium fluorescence; 100% = the carbachol control signal. Q8TDD5. 0.29% of 220,000 active. activation, % at 3 µM;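 active = activation above its plate's cutoff, the mean activation of the plate's test wells plus 3 SD, cut at about 12% in these data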;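 note: 0% = DMSO only wells and 100% = carbachol wells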
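system = HEK293 cells stably carrying human TRPML3-YFP | doses = one concentration, 3 µM nominal, 0.3% DMSO | timing = dye loading 1 h 37 °C then 30 min ambient, 125 s read | detection = Fluo-8 calcium dye fluorescence, ex 470-495, em 515-575 nm | benchmarks = high control carbachol 87 µM, low control DMSO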
S1P4 ag: activates the human S1P4 receptor | O95977 | S1P4-expressing cell line, agonist reporter assay | activation, % at 4.98 µM | 0.35% of 220,000 active | AID 1509; in the data active = activation above about 11%;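 note: 0% = DMSO vehicle and 100% = reference agonist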
* marks the source's active call; other numbers are inactive results; & = joins results of further samples.

SMILES	TRPN1 ag	PERK inhibitor	S1P4 antag	Ba/F3 V617F tox	BaF3 tox	m-calpain inh	EP2 mod	TRPML3 ag	S1P4 ag
O=C(N/N=C/c1sc(N2CCOCC2)nc1-c1ccccc1)c1cccc(S(=O)(=O)N2CCOCC2)c1	1.6	-1.9	14	4	6	-91	-13	0.7	-0.8
C[C@@]12CC(=O)NC1N(C(=O)c1cccc(C(F)(F)F)c1)C(c1ccccc1OC(=O)c1cccc(C(F)(F)F)c1)C2 (some centres undefined)	-0.9	-1.3	-3	-2	1	-67	19	-0.2	-0.2
O=S(=O)(c1cccc2cccnc12)N(CCO)CCO	0.3	1.3	-5	-4	2	5	0	0.5	0.5
CC1Cc2ccccc2N1C(=O)CSc1nc(-c2ccco2)cc(C(F)(F)F)n1 (centres undefined)	0.6	0.0	-27	-3	8	-50	40	1.2	2.9
Cc1ccccc1-c1nnc(SCc2ccccc2)o1	-1.7	0.4	-5	4	6	0	34	-0.2	-1.2
O=C(CN1C(=O)NC2(CCOc3ccccc32)C1=O)Nc1ccc2c(c1)OCCO2 (centres undefined)	1.9	-0.2	-7	1	4	18	-10	0.3	0.4
CCSCc1nnc(SCC(=O)Nc2ccc(F)cc2)n1CC	0.0	-0.5	-6	4	6	20	-9	0.4	-0.8
COC(=O)c1sccc1-c1ccc(/C=N/OC(=O)c2cccs2)o1	0.1	1.5	14	-2	-3	-243	-9	-0.5	0.5
Cc1ccn2c(C(=O)CSc3ccc(Cl)cc3Cl)c(C)nc2c1	-0.2	0.3	-5	-1	-1	10	-19	0.9	-0.5
COc1ccccc1NC(=O)N(C1CCCC1)C1CCN(C(C)=O)CC1	0.5	-0.5	-10	6	7	8	6	0.7	-1.6
CC(C)(C)n1nnnc1C(c1ccc2ncccc2c1)N1CCC(O)CC1 (centres undefined)	0.7	0.4	-14	-2	3	-23	-8	1.6	0.9
COC(=O)c1ccccc1NC(=O)CN(C)S(=O)(=O)c1ccc(OC)cc1	-1.0	0.1	6	-3	3	20	-6	-0.8	1.4
Cc1nc(OCc2ccccc2)c2sc3nc4c(cc3c2n1)COC(C)(C)C4	1.1	-1.1	-5	-1	6	-11	-10	1.4	0.0
O=C1C2CCCN2C(c2ccccc2F)N1c1ccc(Cl)cc1 (centres undefined)	0.2	-0.3	-8	3	6	16	28	0.4	1.1
CC(=O)Nc1ccc(OCC[n+]2cccc(C(N)=O)c2)cc1	1.6	1.4	2	1	5	-14	9	0.8	2.6
O=S(=O)(O/N=C1\CCCc2ccccc21)c1ccc(Cl)cc1	0.0	0.0	1	2	5	22	33	-0.3	-2.5
O=c1[nH]c(Cc2ccccn2)nc2scc(-c3ccc(Cl)cc3)c12	0.2	1.4	-4	1	6	-11	27	-0.9	-1.5
CCOc1ncccc1C(=O)OCc1cn2cc(Cl)ccc2n1	-0.5	-1.3	3	-4	-1	2	-12	-1.6	0.2
COc1ccccc1CNC(=O)c1ccc(S(=O)(=O)N(C)C)cc1	0.7	0.3	-33	-3	-3	8	-1	0.4	0.1
Cc1cc(OCc2ccc(F)cc2)nc(-c2ccccc2O)n1	1.2	0.9	-15	-4	1	-175	51	0.7	-0.3
O=C(N/N=C/c1cccc([N+](=O)[O-])c1)c1nc2ccccc2c(=O)[nH]1	-0.5	1.9	-11	-4	-1	-7	-12	0.9	-0.1
Cc1cc(NC(=O)CSc2ccc3nnc(CCNS(=O)(=O)c4ccccc4)n3n2)no1	0.0	1.7	-6	-2	5	-28	3	0.8	-0.1
O=C1Nc2cc3c(cc2C1=O)sc1ccccc13	-2.1	-0.5	-13	2	0	29	-38	-0.8	1.8
CC(NS(=O)(=O)c1ccc(Cl)cc1)C(=O)NCc1ccco1 (centres undefined)	-0.3	0.7	-7	0	3	-65	10	0.1	-0.2
CCOC(=O)c1c(NC(=O)Cc2cccs2)sc(C(=O)NC2CCCC2)c1C	-0.3	-0.7	4	-1	11	-4	4	-0.2	-1.1

The final four compounds of the part above open the next one.
SMILES	TRPN1 ag	PERK inhibitor	S1P4 antag	Ba/F3 V617F tox	BaF3 tox	m-calpain inh	EP2 mod	TRPML3 ag	S1P4 ag
Cc1cc(NC(=O)CSc2ccc3nnc(CCNS(=O)(=O)c4ccccc4)n3n2)no1	0.0	1.7	-6	-2	5	-28	3	0.8	-0.1
O=C1Nc2cc3c(cc2C1=O)sc1ccccc13	-2.1	-0.5	-13	2	0	29	-38	-0.8	1.8
CC(NS(=O)(=O)c1ccc(Cl)cc1)C(=O)NCc1ccco1 (centres undefined)	-0.3	0.7	-7	0	3	-65	10	0.1	-0.2
CCOC(=O)c1c(NC(=O)Cc2cccs2)sc(C(=O)NC2CCCC2)c1C	-0.3	-0.7	4	-1	11	-4	4	-0.2	-1.1
CN1C(=O)CC(n2c(CO)nc3ccccc32)C1=O (centres undefined)	-0.7	1.0	-5	1	5	17	6	0.5	-0.1
CS(=O)(=O)N(CCc1ccccc1)CC(=O)NCc1ccco1	0.3	1.1	-69	-3	4	-8	7	-0.1	1.1
COc1ccc(NC(=O)c2ccc3c(c2)C(=O)N(Cc2cccnc2)C3=O)c(OC)c1	1.4	-0.4	-12	-1	8	7	22	0.6	0.0
CCN(CC)CCNC(=O)c1cccc(NC(=O)C(=O)c2cc(Br)ccc2NC(C)=O)c1	0.2	0.2	18	-5	1	-16	5	0.1	-0.1
CCCC(=O)Nc1ccc(C(=O)NCCCn2ccnc2)cc1	-0.8	-1.0	-15	1	3	-37	-5&-1	0.8	2.8
O=C1OCC/C1=C\c1ccccc1O	0.3	-1.4	-5	2	9	14	-4	0.5	0.4
O=C(CCNC(=O)c1ccc(Cl)cc1)Nc1ccc(Cl)cc1F	-1.5	1.3	-10	2	8	-3	-30	-0.1	-0.6
Cc1ccc(CCNC(=O)C2CCC(=O)N2Cc2cccnc2)cc1 (centres undefined)	0.5	-0.6	-8	5	7	7	33	0.3	-1.2
CCCCOc1cccc(NC(=O)CSc2nccn2C)c1	-1.4	0.0	-2	-4	0	15	17	-1.3	0.9
CN(C)CCCN1C(=O)C(=O)/C(=C(/O)c2ccncc2)C1c1cccnc1 (centres undefined)	0.0	0.4	-10	-1	4	-3	2	0.6	-1.9
O=C(c1ccccc1F)N1C(=O)c2cccc3cccc1c23	-1.4	2.0	7	-3	3	-52	39	0.0	0.8
O=C(NC1CCCC1)C(=O)N(c1ccccc1F)C(C(=O)NCC1CCCO1)c1cccs1 (centres undefined)	1.0	0.5	1	-3	2	-32	38	0.2	1.0
COc1ccc(NC(=S)NN(C)C(=S)Nc2ccc(OC)cc2)cc1	0.7	0.1	-8	1	4	-10	19	0.6	0.9
CC(=O)NC(C)C(=O)OCC(=O)Nc1ccc(Br)cc1 (centres undefined)	0.4	0.2	-4	-3	3	-16	34	0.7	-3.8
CCOC(=O)N1CCN(C(=O)COc2cc(C)c(Cl)c(C)c2)CC1	0.2	-0.7	11	-1	6	24	-62	0.3	1.4
COC(=O)[C@H](C)NC(=O)NC(C)CCc1ccccc1 (some centres undefined)	-0.7	0.1	-7	0	3	13	-3	0.1	-1.4
CCC(=O)N=c1n(C)c2ccccc2n1CCOc1ccccc1	0.7	0.1	-6	-3	3	-12	35	0.5	0.5
O=[N+]([O-])c1c(NCCO)cc(N2CCCCC2)c2nonc12	-0.7	-0.4	-23	-4	-2	-1	20	-0.3	2.1
CC(=O)N/C(=C\c1ccccc1)C(=O)NCC(=O)O	1.6	-0.3	-12	-2	3	-18	24	0.7	0.2
O=C1C2C3c4ccccc4C(c4ccccc43)C2C(=O)N1c1nc(-c2ccccc2)cs1 (centres undefined)	0.2	0.2	-13	-2	-1	-3	24	0.8	0.6
Cc1nn(C)cc1CNC(=O)c1cccc(Br)c1	0.2	0.6	-3	-4	2	29	12	0.1	0.8
CC(CN1CCCCC1)OC(=O)c1ccc(Cl)cc1Cl (centres undefined)	-2.7	0.7	-1	-1	7	-16	21	0.7	-0.8
CCn1c(-c2nn(-c3ccccc3)ccc2=O)n[nH]c1=S	0.2	0.0	-9	-2	3	8	-5	-0.9	0.2
CCOC(=O)C1CCN(C(=O)c2c(-c3c(F)cccc3Cl)noc2C)CC1	0.6	-1.0	-10	-4	-2	-12	39	-0.4	2.1
NC(=O)[C@@H]1CCCNc2c(I)cc([N+](=O)[O-])cc2C(=O)N[C@@H](CO)C(=O)N[C@@H](Cc2ccc(O)cc2)C(=O)N1	-0.7	0.5	-2	0	5	3	26	0.4	0.9

More structures follow:
SMILES	TRPN1 ag	PERK inhibitor	S1P4 antag	Ba/F3 V617F tox	BaF3 tox	m-calpain inh	EP2 mod	TRPML3 ag	S1P4 ag
COc1ccc(CCC(=O)NCCCNC(=O)CCc2ccc(OC)cc2)cc1	-0.9	0.4	-4	-1	5	10	16	0.7	-0.3
COc1cccc(C(=O)OC(C)CN2CCCC2)c1 (centres undefined)	0.1	0.8	1	-4	0	-9	15&2	0.8	-0.8
O=c1[nH]c(=S)[nH]c2[nH]c(=S)[nH]c12	-0.5	0.2	-16	-2	1	5	10	0.0	-0.8
O=C(NNC(=O)C1CCN(S(=O)(=O)c2ccc(Cl)cc2)CC1)c1ccc(Cl)cc1	0.5	0.3	-20	-2	8	-2	-19	0.7	-3.3
COc1cc(OC)cc(C(=O)N[C@H](C(=O)OCC(=O)Nc2ccc(C(C)C)cc2)C(C)C)c1	-1.1	0.5	2	-4	4	-1	-2	0.3	-2.3
S=C1NC2(CCS1)Oc1ccccc1C1CC(c3ccccc3)=NN12 (centres undefined)	0.1	0.0	16	-2	-3	-30	-20	0.8	-0.8
CC(=O)Nc1ccc(OCCCNC(=O)c2c(-c3ccccc3)noc2C)cc1	2.8	-1.4	-25	-2	-1	-14	-54	2.0	1.1
Brc1ccccc1-c1csnn1	0.0	1.0	-2	0	5	-8	27	1.1	1.9
COc1ccc(-c2nc(CN3CCCCC3CCc3ccccn3)c(C)o2)cc1 (centres undefined)	-0.5	0.1	-1	-1	7	10	-26	-0.4	1.2
Cc1c(NC(=O)C(C)c2ccc(CC(C)C)cc2)c(=O)n(-c2ccccc2)n1C (centres undefined)	0.2	-2.0	-8	-3	3	-3	24	0.2	0.7
O=C(c1ccccc1)N1CCSc2sccc2C1=O	0.9	0.3	-12	2	-1	35	-9	1.0	0.5
CC(=O)C1=C(C)Nc2ncnn2C1c1cccc(OCc2ccccc2)c1 (centres undefined)	1.8	-0.8	10	3	3	-19	-4	0.8	-3.4
O=C(O)CCCNC(=O)c1cncc(O)c1	-0.7	1.3	5	-1	4	-42	9	0.6	-2.9
COc1ccc(Nc2nc(N)nc(C(F)(F)F)n2)c(OC)c1	-0.8	0.9	-4	-5	0	9	18	0.2	0.9
O=c1[nH]c(-c2ccc(Cl)cc2)nc2c1cnn2-c1ccccc1	-0.1	0.9	4	4	4	-46	19	0.9	-1.7
CC(=O)c1cccc(N2C(=O)C3C4CCC(C4=C(C)C)C3C2=O)c1 (centres undefined)	1.9	0.8	-1	2	7	-1	38	1.0	0.3
Cc1ccc(C)c(NC(=O)CSc2nnc(-c3ccccc3)o2)c1	-0.5	0.6	-3	1	5	14	-3	0.8	-1.6
COc1cc(C(=O)NCc2nnc(SCC(=O)N3CCCCC3)o2)cc(OC)c1OC	0.9	0.5	-6	-3	1	4	19	-0.3	-5.6
COCCN(C(=O)CSc1nc2ccccc2c(=O)n1C(C)COC)c1c(N)n(Cc2ccccc2)c(=O)[nH]c1=O (centres undefined)	0.4	1.4	-3	3	7	-21	6	1.2	0.2

Assay outcomes deposited in PubChem BioAssay by several laboratories.
